# Bioassay records: PubChem BioAssay, The Scripps Research Institute Molecular Screening Center
# PAFAH1B3 inh: PAFAH1B3 (human) inhibition | Q15102 | recombinant PAFAH1B3, FP-rhodamine probe, fluorescence polarization | inhibition, % at 3.39 µM | 0.28% of 340,000 active | AID 492972;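 active = inhibition above the screen-wide average of all tested compounds plus 3 SD, cut at about 25% in these data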;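 note: 0% = enzyme with DMSO only and 100% = wells lacking PAFAH1B3 protein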
# Target sequence (Q15102 whole entry, looked up): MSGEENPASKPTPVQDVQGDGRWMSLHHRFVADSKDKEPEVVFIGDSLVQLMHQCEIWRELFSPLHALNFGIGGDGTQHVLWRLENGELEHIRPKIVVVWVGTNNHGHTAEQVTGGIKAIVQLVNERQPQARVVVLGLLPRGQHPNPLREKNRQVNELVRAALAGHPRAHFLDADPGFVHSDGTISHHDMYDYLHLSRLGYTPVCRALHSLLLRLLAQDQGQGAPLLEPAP
# PAD4 FP inh: PAD4 (human) enzyme inhibition. Q9UM07. recombinant PAD4, RCA probe fluorescence polarization. inhibition, % at 6.36 µM. 0.41% of 330,000 active;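 active = percent inhibition above a cutoff equal to the mean of all tested compounds plus 3 SD, cut at about 15% in these data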;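 note: 0% = PAD4 with RCA probe and DMSO and 100% = probe without PAD4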
# ZTA counter: ZTA (EBV) inhibition in EBNA-1 counter-screen; ZTA-DNA binding, fluorescence polarization; inhibition, % at 11 µM; 0.15% of 320,000 active; in the data active = inhibition above about 33%
# Target sequence (P03206 whole entry, looked up): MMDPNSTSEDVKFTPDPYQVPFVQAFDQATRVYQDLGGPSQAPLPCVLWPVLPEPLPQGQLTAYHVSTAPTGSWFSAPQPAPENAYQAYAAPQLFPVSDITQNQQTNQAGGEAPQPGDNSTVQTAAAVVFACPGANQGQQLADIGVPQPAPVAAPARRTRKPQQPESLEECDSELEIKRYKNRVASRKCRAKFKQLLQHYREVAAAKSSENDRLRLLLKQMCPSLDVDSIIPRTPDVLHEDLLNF
# PREPL inh: inhibitors of human prolyl oligopeptidase-like enzyme PREPL | recombinant PREPL, fluorescence polarization activity-based probe | inhibition, % at 5.96 µM | 0.68% of 320,000 active | AID 2751; in the data active = inhibition above about 43%;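 note: 0% = enzyme with DMSO and 100% = wells lacking enzyme; many of its hits are not listed in these tables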
# PAFAH2 inh: inhibitors of human PAFAH2; recombinant PAFAH2, FP-rhodamine activity probe, fluorescence polarization; inhibition, % at 3.39 µM; 0.99% of 340,000 active; Q99487;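 active = inhibition above the mean over all tested compounds plus 3 SD, cut at about 30% in these data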;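 note: inhibitors block probe labeling of enzyme so polarization drops; 0% = enzyme with DMSO and 100% = wells lacking PAFAH2 protein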
# EBNA-1 inhibitor: blocks EBNA-1 binding to DNA; AID 1950; EBNA-1 DNA binding, fluorescence polarization; inhibition, % at 14.8 µM; 0.34% of 300,000 active; in the data active = inhibition above about 28%
# GSTO1 counter: counter-screen for RBBP9 inhibitors: inhibitors of human GSTO1; P78417; recombinant GSTO1, activity-based probe fluorescence polarization; inhibition, % at 5.96 µM; 1.1% of 300,000 active;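 active = inhibition above the campaign mean inhibition plus 3 SD, cut at about 35% in these data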;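 note: 0% = GSTO1-1 with DMSO and 100% = wells lacking GSTO1-1 enzyme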
# Target sequence (P78417 whole entry, looked up): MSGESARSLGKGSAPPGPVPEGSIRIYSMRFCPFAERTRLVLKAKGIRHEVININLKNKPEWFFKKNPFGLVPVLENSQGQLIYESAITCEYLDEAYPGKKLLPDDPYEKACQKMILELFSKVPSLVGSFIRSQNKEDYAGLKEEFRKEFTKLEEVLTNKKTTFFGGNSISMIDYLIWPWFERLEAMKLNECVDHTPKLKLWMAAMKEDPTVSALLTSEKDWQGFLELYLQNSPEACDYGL
# LYPLA1 counter: LYPLA1 (human) inhibition in PME1 counter-screen; O75608; 0.16% of 320,000 active; AID 2174; inhibition, % at 5.9 µM; recombinant LYPLA1, FP-Rh probe fluorescence polarization;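 active = inhibition above the mean of all tested compounds plus 3 SD, set per campaign, cut at about 14% in these data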;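 note: inhibitors block serine hydrolase probe labeling of LYPLA1 so polarization falls; 0% = enzyme with DMSO and 100% = wells lacking LYPLA1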
# Target sequence (O75608 whole entry, looked up): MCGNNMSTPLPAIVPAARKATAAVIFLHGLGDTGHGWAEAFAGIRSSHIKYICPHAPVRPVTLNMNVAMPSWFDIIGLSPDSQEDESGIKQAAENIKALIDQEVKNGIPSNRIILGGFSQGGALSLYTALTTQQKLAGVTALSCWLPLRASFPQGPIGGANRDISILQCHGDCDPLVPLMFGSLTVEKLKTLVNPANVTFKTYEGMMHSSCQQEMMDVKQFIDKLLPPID
# LYPLA2 counter: LYPLA2 (human) inhibition in PME1 counter-screen; O95372; recombinant LYPLA2, FP-Rh probe fluorescence polarization; inhibition, % at 5.9 µM; 0.38% of 320,000 active; AID 2177;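 active = inhibition above the screen-wide mean plus 3 SD, limit set per campaign, cut at about 26% in these data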;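 note: 0% = LYPLA2 with DMSO and 100% = wells lacking LYPLA2 enzyme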
# * = called active by the depositor; · = not tested or not shown. These rows are one share of the data (hit frequency here may not be typical).
# Each structure is followed by: PAFAH1B3 inh	PAD4 FP inh	ZTA counter	PREPL inh	PAFAH2 inh	EBNA-1 inhibitor	GSTO1 counter	LYPLA1 counter	LYPLA2 counter
1. O=C1COc2ccc(S(=O)(=O)N3CCCC3)cc2N1
    1	-3	10	1	1	6	-6	3	10
2. N#Cc1ccc(S(=O)(=O)NC2CCCCNC2=O)cc1 (stereo not drawn)
    10	-3	6	-4	1	-2	-2	1	-5
3. COc1ccc2c(c1)c(C(O)CN1CCC(Cc3ccccc3)CC1)c(C)n2C (stereo not drawn)
    10	3	-20	36	0	-14	0	2	0
4. O=C(CCCC(=O)N(CC(=O)NC1CCCC1)Cc1ccc(F)cc1)Nc1ccccn1
    6	0	-24	17	1	-8	4	8	11
5. CCCCOc1cccc(C(=O)Nc2ccc(N3CCN(CC)CC3)cc2)c1
    5	0	4	-6	5	-8	-4	4	3
6. Cn1c(=O)oc2cc(S(=O)(=O)N3CCN(c4ccc(F)cc4)CC3)ccc21
    8	-4	3	-14	6	-4	-4	0	-2
7. CCOC(=O)c1sc(NC(=O)CSc2ncn(-c3ccccc3)n2)nc1C
    -4	-1	-14	-13	-2	0	-9	-1	1
8. CCOC(=O)CN1NC2(CCC(C(C)(C)C)CC2)NC1=S (stereo not drawn)
    7	-5	6	7	-6	-4	-5	-2	0
9. COc1ccc(C2=NNC(c3cccnc3)=Nc3ccccc32)cc1
    4	-4	5	2	-4	-2	1	-3	0
10. O=C(c1ccccc1)N(Cc1ccc(F)cc1)Cc1nc2ccccc2c(=O)[nH]1
    -8	4	3	-4	-3	-1	-3	1	2
11. O=C(c1cnc(N2CCN(c3ccccn3)CC2)c2ccccc12)N1CCN(c2cccc(Cl)c2)CC1
    8	5	-13	42	-2	-9	2	0	-6
12. CCCNC(=O)Cn1sc2nc(C)cc(C)c2c1=O
    5	-1	5	-15	6	-6	5	3	3
13. COc1ccc(C(C)(C)C)cc1NC(=O)C1CC=CCC1C(=O)O (stereo not drawn)
    2	-3	13	4	5	-2	-10	-2	-1
14. COc1ccc(C(=O)Oc2ccc(C(=S)N3CCOCC3)cc2)cc1
    11	-3	-6	21	9	-18	-4	-1	7
15. O=C(CCC(=O)NC1CCCCC1)NCc1ccc(F)cc1
    3	1	5	-3	5	2	9	-1	-2

# Each structure is followed by: PAFAH1B3 inh	PAD4 FP inh	ZTA counter	PREPL inh	PAFAH2 inh	EBNA-1 inhibitor	GSTO1 counter	LYPLA1 counter	LYPLA2 counter
16. CCc1cc2c(NC(Cc3ccccc3)C(=O)O)nc(C)nc2s1 (stereo not drawn)
    -4	0	-14	-7	4	-7	-25	-4	3
17. CC1CN(CCCOc2ccccc2[N+](=O)[O-])CC(C)O1 (stereo not drawn)
    3	3	-1	6	9	11	4	-4	-2
18. CCOC(=O)Cc1c(C)nc2c(C#N)c[nH]n2c1=O
    13	2	10	20	5	-3	-1	-3	2
19. CC(C)Cc1nc(NCCN2CCOCC2)c(C#N)c2c1COC(C)(C)C2
    -10	-1	-11	9	-2	6	5	6	6
20. O=C(NCc1cccnc1)[C@@H]1CC=C[C@@H]2CCN(Cc3ccc(Cl)c(Cl)c3)C(=O)[C@@H]21
    4	-10	0	11	8	-15	-4	-2	-6
21. COc1ccc2ccccc2c1/C=N/NC(=O)c1nnn(-c2nonc2N)c1CN(C)C
    0	-5	4	10	7	-26	-2	0	3
22. CCN(C(=O)CSc1ncnc2sccc12)c1c(N)n(Cc2ccccc2)c(=O)[nH]c1=O
    -2	2	-14	15	-2	·	·	-3	5
23. CN1CCN(C(=O)CCn2c(=O)c3cccn3c3cccnc32)CC1
    10	3	-2	6	-3	2	2	-3	8
24. CCOc1ccc(N2CC(C(=O)Nc3ccccc3C(=O)NC3CC3)CC2=O)cc1 (stereo not drawn)
    0	2	-8	1	3	-3	0	0	-4
25. CC(C)(C)C1CCC2(CC1)SCC(=O)N2c1ccccc1 (stereo not drawn)
    7	0	2	-9	3	2	5	-2	-1
26. CCCCc1ccc(C2C(C#N)=C(N)SC(N)=C2C#N)s1
    ·	-33	-11	14	·	-10	-60	-13	-12
27. CCOC(=O)CN1C(=O)N[C@@H](c2cccs2)C(C(C)=O)=C1C
    7	0	-2	0	-3	9	1	1	-3
28. COc1cccc(Nc2nnc(SCN3C(=O)c4ccccc4C3=O)s2)c1
    10	2	0	-3	-3	20	16	1	-5
29. O=C(NC(=S)Nc1cccc([N+](=O)[O-])c1)C1CCCC1
    9	-3	-6	13	-4	4	-3	7	24
30. O=c1[nH]c(Nc2ccccc2)cc2ccccc12
    31*	65*	32	15	2	-13	80*	4	7

# 2 entries from above in another layout.
no.	molecule	PAFAH1B3 inh	PAD4 FP inh	ZTA counter	PREPL inh	PAFAH2 inh	EBNA-1 inhibitor	GSTO1 counter	LYPLA1 counter	LYPLA2 counter
20	O=C(NCc1cccnc1)[C@@H]1CC=C[C@@H]2CCN(Cc3ccc(Cl)c(Cl)c3)C(=O)[C@@H]21	4	-10	0	11	8	-15	-4	-2	-6
21	COc1ccc2ccccc2c1/C=N/NC(=O)c1nnn(-c2nonc2N)c1CN(C)C	0	-5	4	10	7	-26	-2	0	3

# Other results follow.
# Each structure is followed by: PAFAH1B3 inh	PAD4 FP inh	ZTA counter	PREPL inh	PAFAH2 inh	EBNA-1 inhibitor	GSTO1 counter	LYPLA1 counter	LYPLA2 counter
31. COc1cccc(-n2c(Cc3cc(=O)[nH]c(=O)[nH]3)nnc2SCC(=O)N2CCCC2)c1
    -8	0	3	13	-3	8	8	0	2
32. Cc1ccccc1C(=O)NNC(=O)c1ccc(F)cc1
    -12	-1	18	-2	13	3	-6	-2	1
33. CCc1nccn1CCC(=O)N1CCCC(Nc2ccc(F)cc2)C1 (stereo not drawn)
    -1	0	0	4	-1	-11	7	8	2
34. COc1ccc(C(=O)N2CCN(c3ccc([N+](=O)[O-])c(-n4nc(C)cc4C)c3)CC2)cc1
    12	2	8	0	-6	-11	-1	-6	10
35. CCCCN(CC)CCCNC(=O)C1CCN(c2ncnc3c2sc2cccc(F)c23)CC1
    0	-1	6	31	-2	2	-3	0	8
36. CC(C)OCCCNC(=O)c1ccc(Br)cc1
    -4	-4	3	-10	-4	-10	2	2	3
37. CC(=O)Nc1ccc(S(=O)(=O)N(C)CC(=O)N/N=C/c2cccc(O)c2)cc1
    7	1	7	5	1	10	-5	3	-17
38. COc1ccc(NC(C)=O)cc1NC(=O)c1cccc(C(F)(F)F)c1
    -2	-4	7	10	6	7	2	0	3
39. CCCNC(=O)c1onc(CSc2ccccn2)c1C(=O)NCCC
    5	-7	18	12	-3	1	3	0	-6
40. Cc1cc(NC(=O)COc2ccccc2C)no1
    -1	0	-6	6	-4	7	3	3	0
41. COc1ccc(-n2cnc3cc(C(=O)N4CCOCC4)ccc32)cc1
    5	-5	-6	3	-4	-10	10	-3	0
42. COc1ccc(S(=O)(=O)N2CCN(Cc3ccco3)CC2)cc1
    6	4	-20	17	-11	7	-3	-4	-1
43. O=C1CCCN1c1ccc(S(=O)(=O)Nc2cccnc2)cc1
    7	1	9	-3	0	14	-2	-1	-6
44. Fc1ccc(COc2ccc(/C=N/n3cnnc3)cc2)cc1
    1	-1	11	42	2	6	-2	3	16
45. CC1CN(S(=O)(=O)c2ccc(C(=O)Nc3ccc(S(=O)(=O)N4CCOCC4)cc3)cc2)CC(C)O1 (stereo not drawn)
    9	2	0	4	-2	-2	0	2	7

# Compound profiles, as listed above. Order of screens: PAFAH1B3 inh, PAD4 FP inh, ZTA counter, PREPL inh, PAFAH2 inh, EBNA-1 inhibitor, GSTO1 counter, LYPLA1 counter, LYPLA2 counter
# COc1ccc2ccccc2c1/C=N/NC(=O)c1nnn(-c2nonc2N)c1CN(C)C across the screens: 0, -5, 4, 10, 7, -26, -2, 0, 3
# CC(C)(C)C1CCC2(CC1)SCC(=O)N2c1ccccc1 (stereo not drawn) across the screens: 7, 0, 2, -9, 3, 2, 5, -2, -1

# Taken from above:
# For PAFAH2 inh, `Cc1ccccc1C(=O)NNC(=O)c1ccc(F)cc1` has the entry 13
# For GSTO1 counter, `COc1cccc(-n2c(Cc3cc(=O)[nH]c(=O)[nH]3)nnc2SCC(=O)N2CCCC2)c1` has the entry 8
# For PAFAH1B3 inh, `COc1ccc(NC(C)=O)cc1NC(=O)c1cccc(C(F)(F)F)c1` has the entry -2
# For GSTO1 counter, `CCc1nccn1CCC(=O)N1CCCC(Nc2ccc(F)cc2)C1` (stereo not drawn) has the entry 7
# For PREPL inh, `CC(C)OCCCNC(=O)c1ccc(Br)cc1` has the entry -10
# For EBNA-1 inhibitor, `CC1CN(S(=O)(=O)c2ccc(C(=O)Nc3ccc(S(=O)(=O)N4CCOCC4)cc3)cc2)CC(C)O1` (stereo not drawn) has the entry -2

# More entries:
# Each structure is followed by: PAFAH1B3 inh	PAD4 FP inh	ZTA counter	PREPL inh	PAFAH2 inh	EBNA-1 inhibitor	GSTO1 counter	LYPLA1 counter	LYPLA2 counter
46. Fc1cccc(CN2CCCCCCC2)c1
    4	-6	5	5	-6	-5	-1	2	6
47. Cc1ccc(C)c(N(CC(=O)NC2CCCC2)C(=O)c2cc3cc4cccc(C)c4nc3s2)c1
    -3	-4	11	5	-3	1	4	0	0
48. CN(C)CCN1C(=O)NC(C)(c2ccc([N+](=O)[O-])cc2)C1=O (stereo not drawn)
    0	2	4	12	5	6	-3	-1	-9
49. COCC(=O)N1CCC(n2nccc2NC(=O)c2ccccc2OC)CC1
    -1	-1	-7	15	7	2	-2	1	9
50. Cc1ccc(C)c(OCC(O)CN2CCc3ccccc3C2)c1C (stereo not drawn)
    6	-4	9	-7	13	-1	5	2	-3
51. CC(OC(=O)CCN=C1NS(=O)(=O)c2ccccc21)C(=O)Nc1ccc(N(C)C)cc1 (stereo not drawn)
    8	-3	4	21	9	-8	-2	2	4
52. Cc1cc(C(=O)CSc2nc(N)cc(N)n2)c(C)n1CC1CCCO1 (stereo not drawn)
    6	2	·	17	4	·	·	·	·
53. S=C(Nc1ccc2nsnc2c1)NC1CCCCC1
    56*	-5	2	-3	6	-11	-2	1	6
54. O=C(NC1CCCCC1)[C@@H]1CSC2c3ccccc3C(=O)N21 (stereo partly drawn)
    8	-3	-5	-5	2	-3	4	-2	-4
55. CC(C)N1CSC(=S)N(Cc2ccccc2)C1
    6	2	-36	14	4	7	4	1	-4
56. Cc1ccc(/C=C/c2ccc(N(C)C)cc2)[n+](C)c1
    -17	-4	5	-3	-27	-10	-13	-11	-24
57. CN1CCC(NC(=O)CCc2ccccc2)CC1
    3	3	1	-1	-1	-1	0	0	-6
58. CCN(CC)/C(Sc1ccccc1)=C(/C(Cl)=C(Cl)Cl)[N+](=O)[O-]
    6	0	8	-3	4	3	-3	-2	1
59. Cc1cc(/C=C2/NC(=O)N(c3ccccc3)C2=O)c(C)n1C(C)C
    6	0	-5	5	-8	-2	-3	-4	-1
60. COc1ccccc1OCCCCCCN1CCOCC1
    4	-2	5	3	2	0	7	7	3
61. O=C(CSc1nnc(NC(=O)c2cccc(Cl)c2)s1)NCC1CCCO1 (stereo not drawn)
    7	-2	10	-2	-3	13	-76	-5	-1
62. O=C(NCCCNC(=O)c1cc(Cl)ccc1Cl)c1ccco1
    -10	-3	5	2	1	-2	3	-3	-3
63. CC(C1CC1)N(Cc1ccccc1)C(=O)NC(=O)c1ccccc1 (stereo not drawn)
    9	-1	-4	-6	9	2	-4	-2	0
